ULK1 inh – ULK1 kinase inhibitors, primary screen, biochemical, AlphaScreen | inhibition, % at 5.96 µM | AlphaScreen Atg13 phosphorylation by ULK1, luminescence | hit rate 1.9% among 30,000; in the data active = inhibition above about 43%;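 also: 0% = median of compound wells and 100% = no enzyme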
ASK1 inh – ASK1 kinase inhibitors, primary screen, biochemical, AlphaScreen; Mitogen-activated protein kinase kinase kinase 5 (Homo sapiens), Q99683; AlphaScreen MKK6 phosphorylation by ASK1, luminescence; inhibition, % at 7.44 µM; hit rate 0.99% among 22,000; AID 1159602, 2016; in the data active = inhibition above about 35%;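 also: 0% = median of compound wells and 100% = no enzyme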
Target sequence (Q99683 whole entry, looked up): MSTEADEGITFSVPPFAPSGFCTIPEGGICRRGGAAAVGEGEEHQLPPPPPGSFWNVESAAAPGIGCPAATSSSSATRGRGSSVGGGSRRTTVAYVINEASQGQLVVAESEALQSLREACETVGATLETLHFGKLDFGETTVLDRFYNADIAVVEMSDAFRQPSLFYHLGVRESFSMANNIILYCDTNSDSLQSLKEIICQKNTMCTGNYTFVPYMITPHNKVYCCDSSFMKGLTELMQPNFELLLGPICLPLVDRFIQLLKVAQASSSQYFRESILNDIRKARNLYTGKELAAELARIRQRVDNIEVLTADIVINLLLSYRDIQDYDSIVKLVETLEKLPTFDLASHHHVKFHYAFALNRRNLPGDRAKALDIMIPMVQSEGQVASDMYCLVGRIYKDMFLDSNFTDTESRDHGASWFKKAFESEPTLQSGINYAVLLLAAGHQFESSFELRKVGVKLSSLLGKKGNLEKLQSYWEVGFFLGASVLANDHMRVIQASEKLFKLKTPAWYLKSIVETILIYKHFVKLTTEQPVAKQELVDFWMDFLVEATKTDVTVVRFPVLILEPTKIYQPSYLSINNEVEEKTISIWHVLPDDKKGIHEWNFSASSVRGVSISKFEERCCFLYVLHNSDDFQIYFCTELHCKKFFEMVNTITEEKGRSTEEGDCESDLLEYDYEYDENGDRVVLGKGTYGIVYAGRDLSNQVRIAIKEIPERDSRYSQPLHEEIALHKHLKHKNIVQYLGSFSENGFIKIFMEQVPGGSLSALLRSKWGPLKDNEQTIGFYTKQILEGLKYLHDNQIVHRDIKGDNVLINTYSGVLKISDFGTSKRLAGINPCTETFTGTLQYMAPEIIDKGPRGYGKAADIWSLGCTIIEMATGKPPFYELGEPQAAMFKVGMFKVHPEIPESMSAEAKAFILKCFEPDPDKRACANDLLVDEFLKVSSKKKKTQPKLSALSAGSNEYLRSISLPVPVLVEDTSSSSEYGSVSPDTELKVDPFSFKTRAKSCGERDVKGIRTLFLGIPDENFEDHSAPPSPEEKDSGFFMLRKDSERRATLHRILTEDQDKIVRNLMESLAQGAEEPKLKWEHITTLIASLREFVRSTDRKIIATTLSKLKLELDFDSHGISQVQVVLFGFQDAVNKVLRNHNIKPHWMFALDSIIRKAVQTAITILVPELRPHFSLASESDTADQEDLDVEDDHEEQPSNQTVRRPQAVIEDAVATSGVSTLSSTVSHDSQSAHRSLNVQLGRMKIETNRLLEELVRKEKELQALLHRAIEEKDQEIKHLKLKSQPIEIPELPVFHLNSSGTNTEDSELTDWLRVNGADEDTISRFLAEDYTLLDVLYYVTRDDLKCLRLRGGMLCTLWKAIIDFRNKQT
Numbers without * were called inactive; . = no result given. An unsorted share of the library. Share with any hit: about 2.3%.

ULK1 inh | ASK1 inh | mol
13.6 | . | Cn1nnnc1SCC1=C(C(=O)O)N2C(=O)C(NC(=O)C(OC=O)c3ccccc3)C2SC1 (stereo unspecified)
-6.3 | -15.9 | CCCNC(=O)c1ccnc(NCc2cccnc2)c1
7.7 | -23.7 | CC(C)n1cnc2c(NCCOc3ccccc3)nc(NCc3cccnc3)nc21
-11.0 | 4.9 | O=C(NCc1cccc(C(F)(F)F)c1)c1cccc(Nc2cnccn2)n1
-1.5 | . | CN1CCN(c2cc(-c3cccnc3)nc(-c3cccnc3)n2)CC1
7.3 | -8.0 | COc1ccc2c(c1)CC(C(=O)Nc1ccc(-c3cn[nH]n3)cc1C(=O)N(C)C)CO2 (stereo unspecified)
7.2 | -8.6 | O=C(NCc1ccccc1)c1cnc(Nc2ccccn2)s1
-11.1 | . | O=C(COc1ccccc1F)NCc1nnnn1-c1cccc(F)c1
1.5 | 16.2 | CC(=O)c1cccc(-c2nc3ncnc(NCCc4ccc(O)cc4)c3[nH]2)c1
-8.7 | 3.6 | CCN(CC)c1nc(Nc2ccccc2)nc(N2CCOCC2)n1
2.0 | . | CC(C)CC1C(=O)Nc2cc(S(C)(=O)=O)ccc2N1C(=O)c1cccs1 (stereo unspecified)
-8.5 | . | CC1(C)SC2C(NC(=O)C3(N)CCCCC3)C(=O)N2C1C(=O)O (stereo unspecified)
4.0 | 14.3 | CCCOc1ccc2c(c1)CC(c1nc3ccc(-c4ccncc4)cc3[nH]1)CO2 (stereo unspecified)
-15.5 | 9.1 | Nc1cccc(-c2nc(C(=O)NCc3cccc(C(F)(F)F)c3)cs2)c1
-15.7 | 3.4 | NC(=O)c1ccc(-c2cc(NCCc3ccc(O)cc3)ncn2)cc1
3.7 | 2.0 | Cn1nccc1Nc1nccc(NCCc2ccc(O)cc2)n1
-1.9 | -2.5 | c1cncc(CNc2nc(NCCN3CCOCC3)nc3c2ncn3C2CCCCC2)c1
14.8 | -5.9 | CN1CCN(c2ccc(-c3ccc(C(=O)Nc4ccc(Oc5ccccc5)cc4)s3)cc2)CC1
-10.4 | . | CC(C)OC(=O)CCC/C=C\C[C@@H]1[C@@H](CC[C@@H](O)CCc2ccccc2)[C@H](O)C[C@@H]1O
-8.3 | . | O=C1NC(=O)C(c2ccccc2)(c2ccccc2)N1
2.0 | . | O=Cc1c(C(=O)O)[nH]c2ccc(F)cc12
-5.2 | . | CN(C(=O)C(Cl)Cl)c1ccc(OC(=O)c2ccco2)cc1
-1.1 | . | COC(=O)c1ccc(C(=O)OC)c(NC(=O)COc2cccc3c2OC(C)(C)C3)c1
6.6 | -4.4 | CCN(CC)c1nc(NCc2cccnc2)nc(Nc2ccncn2)n1
1.0 | -1.2 | COc1ccc(-c2cc(C(=O)NCCN(C(C)C)C(C)C)ccn2)cc1
2.9 | -4.0 | O=C(Nc1ccc2[nH]ncc2c1)C1CCN(C(=O)C(O)c2ccc(F)cc2)C1 (stereo unspecified)
4.8 | 14.1 | FC(F)Oc1ccc(Nc2nccc(-c3cncc(N4CCOCC4)c3)n2)cc1
6.9 | -11.7 | O=C(Nc1ccc(-c2cn[nH]c2)cc1OCCN1CCCC1)[C@H]1COc2ccccc2O1
5.6 | 20.9 | O=C(Nc1ccc(N2CCOCC2)cc1)c1cccc(-c2csc3ccccc23)n1
-12.2 | 6.9 | O=C1CCCN1CCn1cnc2c(NCCOc3ccccc3)nc(NC3CCN(Cc4ccccc4)CC3)nc21
44.1* | -30.1 | Oc1ccc(CCNc2nc(Nc3cnccn3)nc3c2ncn3C2CCCCC2)cc1
-34.5 | 11.2 | COc1ccc2nc(-c3cccc(-n4cc(NC(=O)Nc5cccc(C)c5)cn4)c3)[nH]c2c1
4.5 | 6.2 | O=C(NCc1ccccc1)c1cccc(N2CCOCC2)c1
-4.0 | . | CC(=O)Nc1ccc2c(c1)N(CCC(C)C)C(=O)C(C)(C)CO2
5.6 | -6.2 | Cn1c(Nc2nc(NCCOc3ccccc3)c3ncn(-c4ccsc4)c3n2)nc2ccccc21
7.0 | -11.8 | COc1ccc(-c2nc3c(NCCN4CCOCC4)ncnc3n2C(C)C)cn1
11.6 | . | COc1ccc(-c2ccc(/C=N/NC(N)=S)o2)cc1
5.3 | -13.5 | COc1ccc(C(=O)Nc2ccc(-c3cn[nH]c3)cc2N2CCN(C)CC2)cc1
-1.9 | -5.0 | Cc1nc(C)n(-c2ccc(Nc3nccc(-c4noc(C)c4-c4cnn(C)c4)n3)cc2)n1
-13.4 | 1.2 | COc1ccc2c(c1)CC(C(=O)Nc1ccc(-c3cn[nH]c3)cc1O[C@H]1CCOC1)CO2 (stereo partly specified)
27.9 | 9.9 | c1cc(Nc2nccc(Nc3ccc(N4CCOCC4)cc3)n2)ccn1
-12.3 | 0.4 | Nc1nc(NCCN2CCOCC2)cc(NC2CC2)n1
-0.1 | -17.1 | c1cc(-n2ccc(CNCCN3CCOCC3)n2)cc(Nc2ccc(N3CCOCC3)cc2)n1
5.4 | -6.4 | O=C(NCc1nc2ccccc2[nH]1)c1csc(-c2ccc(N3CCOCC3)nc2)n1
-0.5 | . | NC(N)=N/N=C/c1c(Cl)cccc1Cl
-2.6 | 14.9 | CN1CCN(c2ncn(-c3ccc(Nc4ncc(F)c(-c5cccc(N6CCOCC6)c5)n4)cc3)n2)CC1
3.3 | 1.4 | CCCNC(=O)c1cc(N2CCCC(C(=O)N(CC)CC)C2)nc2ccccc12 (stereo unspecified)
-6.8 | 1.9 | OCCNc1nc(N2CCN(Cc3ccc4c(c3)OCO4)CC2)nc2c1ncn2-c1ccsc1
0.9 | -4.5 | FC(F)(F)c1ccc(Cn2cnc3c(Nc4ccccc4)nc(-c4ccc(N5CCOCC5)nc4)nc32)cc1
3.9 | 21.9 | O=C(Cc1cn(-c2ccc(Cl)nn2)c2ccccc12)NCc1cccc(C(F)(F)F)c1
-0.6 | 2.2 | COc1ccc(CCNC(=O)c2cccc(Cl)n2)cc1
10.7 | . | CCCCCCCCCCCCCCCCCCN(CCCCCCCCCCCCCCCCCC)CCCN(CCO)CCO
-2.7 | . | Cc1cc(N(C)C)nc(Nc2ccc(NC(=O)c3ccccc3Br)cc2)n1
5.4 | . | O=C(Nc1ccc2oc(-c3ccc(F)cc3)cc(=O)c2c1)c1cccs1
-7.2 | 3.8 | COc1nc(NCCN(C(C)C)C(C)C)nc(Nc2cccnc2)n1
27.8 | . | CCN(CC)CCNc1ccc(CO)c2sc3ccccc3c(=O)c12
0.5 | -10.7 | COc1ccc(CNc2cc(C)nc(-c3ccccc3)n2)cc1
-0.3 | . | c1ccc(-c2cc(N3CCCCC3)nc(-c3cccnc3)n2)cc1
7.0 | . | O=[N+]([O-])c1cccc(S(=O)(=O)NCCNS(=O)(=O)c2cccc([N+](=O)[O-])c2)c1
3.3 | . | CN1CCN(C2=Nc3ccccc3Sc3ccc(Cl)cc32)CC1

Remaining list, next part:
ULK1 inh | ASK1 inh | mol
13.9 | . | N#Cc1ccc(S(=O)(=O)CC(=O)OCC(=O)c2ccc(Br)cc2)cc1C#N
-5.8 | -3.2 | O=C(c1cc(Nc2ccc3[nH]ncc3c2)ccn1)N1CCCC(O)C1 (stereo unspecified)
-6.7 | . | O=C(NCc1ccco1)C1CC(=O)N(c2ccccc2)C1 (stereo unspecified)
-7.2 | -10.5 | OCC1CCCN1c1nc(NC2CCN(Cc3ccccc3)CC2)c2ncn(-c3ccsc3)c2n1 (stereo unspecified)
35.7 | . | COc1ccc(-c2cc3n(c2)CCn2c(C)ccc2-3)cc1
-3.1 | 1.6 | Cc1cc(NCCN2CCOCC2)nc(NCc2cccnc2)n1
-1.5 | -11.8 | Cc1cc(NCc2cccc(C(F)(F)F)c2)nc(Oc2ccccc2)n1
20.1 | -22.3 | CC(=O)N(C(C)=O)c1ccc(-c2cnc3ccc4ccncc4c3c2)cc1
-22.2 | -5.7 | CC(C)n1cnc2c(NCCN3CCOCC3)nc(-c3csc4ccccc34)nc21
2.2 | 5.4 | c1ccc(Nc2nc(-c3csc4ccccc34)nc3c2ncn3-c2ccsc2)cc1
3.3 | . | Cc1cc(C(C)(C)C)c(O)c(C)c1CC1=NCCN1
-21.5 | 15.4 | COc1ccc(CNc2nc(Nc3ccc(N4CCOCC4)cc3)nc3cc(OC)c(OC)cc23)cc1
-10.1 | 8.7 | O=C(NCCN1CCOCC1)c1ccc2nc(N3CCc4ccccc4C3)sc2c1
-6.8 | 20.4 | COC1CCN(c2ncn(-c3ccc(Nc4nccc(-c5cncc(N6CCOCC6)c5)n4)cc3)n2)CC1
-4.9 | 8.9 | NC(=O)C1CCN(c2ccc(Cl)nn2)CC1
0.1 | 6.0 | c1ccc(CN2CCC(Nc3ccnc(Nc4nccc5ccccc45)n3)CC2)cc1
-8.9 | -0.5 | Nc1nc(NCCc2ccc(O)cc2)cc(-c2ccc(N3CCOCC3)nc2)n1
20.5 | -0.2 | CN1CCN(c2ccc(-c3nc(NCc4cccnc4)c4ncn(-c5ccccc5)c4n3)cc2)CC1
-6.7 | -0.1 | CCN(CC)C(=O)C1CCCN(c2nc(NCCN3CCOCC3)c3ncn(Cc4ccc(C(F)(F)F)cc4)c3n2)C1 (stereo unspecified)
15.6 | -9.6 | NC(C(=O)N1CCN(C(=O)Nc2ccc3[nH]ncc3c2)CC1)c1cccc(Cl)c1 (stereo unspecified)
-8.7 | -7.8 | Cc1nn(C)c(C)c1-c1nc(Nc2ccccc2)c2ncn(CCN3CCCC3=O)c2n1
4.2 | 13.3 | CCN(CC)C(=O)C1CCCN(c2nccc(Nc3ccc(N4CCOCC4)cc3)n2)C1 (stereo unspecified)
10.9 | 6.8 | CC(C)n1c(NCCN2CCOCC2)nc2c(Nc3ccccc3)ncnc21
55.5* | 4.9 | c1ccc(CN2CCC(Nc3ncnc4nc(Nc5ccncn5)[nH]c34)CC2)cc1
19.3 | 1.8 | N[C@H]1CCC[C@@H](NC(=O)c2cccc(-n3cc(NC(=O)Cc4ccccc4)cn3)c2)C1
11.3 | . | Cc1cnc(CNc2cc(-c3cccnc3)nc(-c3ccncc3)n2)nc1
24.4 | -31.9 | CC(=O)Nc1ccc(NC(=O)c2cnc(Nc3ccccn3)s2)cc1
8.0 | 9.7 | N#Cc1cccc(C[C@H](N)c2nc3ccc(-c4ccncc4)cc3[nH]2)c1
-2.4 | -1.5 | Cc1[nH]ncc1-c1ccc(NC(=O)Nc2cccc(C(=O)NC(C)C)c2)cc1
-9.4 | . | O=C(Nc1ccc2c(c1)OCO2)C1CCCCN1S(=O)(=O)c1ccc(Cl)s1 (stereo unspecified)
10.6 | -5.7 | CCCNC(=O)c1cncc(-c2cccs2)c1
-21.4 | . | CC(C)(C)CC(=O)Nc1ccc(I)cc1
2.7 | -15.9 | O=C1CCCN1CCn1cnc2c(NC3CC3)nc(N3CCCC3CO)nc21 (stereo unspecified)
-6.1 | 3.1 | O=C(NC1CC1)c1ccc(-c2ccc(C(=O)Nc3ccc(N4CCOCC4)cc3)s2)cc1
-7.3 | . | CC(C)NC(=O)CN(c1ccccc1F)S(=O)(=O)c1ccccc1
-12.6 | -25.8 | O=C1CCCN1CCn1cnc2c(NCc3nc4ccccc4[nH]3)nc(-c3ccccc3)nc21
10.1 | . | O=C(CCl)Nc1ncc(Cc2ccccc2)s1
-0.2 | -6.7 | COc1cc2nc(NC3CCC(O)CC3)nc(Nc3ccccc3)c2cc1OC (stereo unspecified)
-1.2 | -2.2 | CC(C)N(CCNc1nc(N2CCOCC2)nc2c1ncn2-c1ccccc1)C(C)C
-7.2 | -6.9 | O=C(NCc1cccc(C(F)(F)F)c1)c1cnc(NCCCN2CCCC2=O)s1

Some of the entries above, reformatted:
structure	ULK1 inh	ASK1 inh
O=C(Nc1ccc2c(c1)OCO2)C1CCCCN1S(=O)(=O)c1ccc(Cl)s1 (stereo unspecified)	-9.4	.
CCCNC(=O)c1cncc(-c2cccs2)c1	10.6	-5.7
CC(C)(C)CC(=O)Nc1ccc(I)cc1	-21.4	.
O=C1CCCN1CCn1cnc2c(NC3CC3)nc(N3CCCC3CO)nc21 (stereo unspecified)	2.7	-15.9
O=C(NC1CC1)c1ccc(-c2ccc(C(=O)Nc3ccc(N4CCOCC4)cc3)s2)cc1	-6.1	3.1

(cont.)
ULK1 inh | ASK1 inh | mol
5.1 | . | O=C(O)c1cccnc1Cl
13.1 | -1.1 | COc1ccc(C(=O)NCc2nc(-c3ccncc3)n[nH]2)cc1
6.4 | -20.9 | O=C(Nc1ccc(-c2cn[nH]c2)cc1OCCCO)NC(CCO)c1ccccc1 (stereo unspecified)
-3.6 | -3.6 | NC(=O)c1cccc(Nc2nccc3ccccc23)c1
-0.1 | 1.6 | Nc1nc(Nc2cnccn2)cc(NC2CCN(Cc3ccccc3)CC2)n1
-5.1 | . | CC(C(O)c1ccc(O)cc1)N1CCC(Cc2ccccc2)CC1 (stereo unspecified)
0.5 | 2.3 | COc1ccc(-c2nc3ccc(C(=O)NCCO)cc3s2)cn1
-3.0 | -9.6 | O=C(NCc1ccccc1)c1cccc(N2CCc3ccccc3C2)c1
16.2 | 36.8* | CN(C)c1cccc(Nc2nc(NCCc3ccc(O)cc3)c3ncn(-c4ccccc4)c3n2)c1
-0.7 | -5.4 | c1ccc(Nc2cc(Nc3ccc(-n4ccnc4)cc3)ncn2)cc1
-13.4 | -8.7 | COc1cccc([C@H](C)NC(=O)c2cc3ccc(-c4cn[nH]c4)cc3[nH]2)c1
5.7 | . | CCOC(=O)N1CCN(C(=S)NC(=O)/C=C/c2cccs2)CC1
-10.3 | . | O=C(CN1CCC2(CC1)NC(=O)N(Cc1ccc(F)cc1)C2=O)Nc1cccc(F)c1
0.0 | . | O=C(c1ccccc1)C(O)c1ccccc1 (stereo unspecified)
-10.9 | -8.6 | FC(F)(F)c1cccc(CNc2ccnc(Nc3cccnc3)n2)c1
8.6 | 8.0 | Cc1noc(C)c1-c1nc(Nc2ccccc2)c2ncn(C(C)C)c2n1
-1.9 | 11.7 | CCNc1nc(C)cc(Nc2ccc(NC(C)=O)cc2)n1

Some of the entries so far, with values under each structure:
Second line of a record – ULK1 inh | ASK1 inh
Nc1nc(Nc2cnccn2)cc(NC2CCN(Cc3ccccc3)CC2)n1
 : -0.1 | 1.6
CCNc1nc(C)cc(Nc2ccc(NC(C)=O)cc2)n1
 : -1.9 | 11.7

Screens: PubChem, The Scripps Research Institute Molecular Screening Center
